Screening data from PubChem BioAssay.
Runt-SMMHC FRET: Runt domain-CBFb-SMMHC interaction inhibition. Cerulean-Runt/Venus-CBFb-SMMHC FRET ratio 530/480, 1 h. inhibition, % at 20 µM. hit rate 0.74% among 220,000;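 active means mean inhibition across duplicate retests at 20 µM reaching about 50%, limit read from the data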;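 further: 0% = DMSO wells and 100% = wells with excess untagged CBFb-SMMHC; inhibitors lower the FRET ratio by blocking Runt binding to CBFb-SMMHC; some results filed as inactive read as strong as hits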
NCF1 inh: p47phox (human) inhibition. P14598. p47phox/p22phox peptide binding, fluorescence polarization, 2 h. inhibition, % at 24.7 µM. hit rate 0.53% among 220,000. AID 1274;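 active means inhibition above about 30%, limit read from the data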;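 further: 0% = p47phox with labelled peptide and 100% = labelled peptide alone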
Tb hexokinase: blocks Trypanosoma brucei hexokinase 1 activity. recombinant TbHK1, G6PDH-coupled NADH A340. inhibition, % at 10 µM. hit rate 0.11% among 220,000. AID 1430;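 active means inhibition of 50% or more in the single-dose primary screen; inactive means inhibition below 50%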
Runt-CBFb FRET: Runt domain-CBFb interaction inhibition; Q01196+Q13951; Cerulean-Runt/Venus-CBFb FRET ratio 530/480, 1 h; inhibition, % at 20 µM; hit rate 0.46% among 220,000; AID 1496;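 active means inhibition over about 50% at 20 µM in the single-dose screen, limit read from the data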;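 further: 0% = DMSO wells and 100% = excess unlabeled CBFb competitor control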
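Reagent – Venus-CBFb binding partner, 100 nM · Assay system – Cerulean-tagged RUNX1 Runt domain (FRET donor) fusion protein · Input – 100 nM per protein · Incubation – two 1 h room-temperature incubations shielded from light · Measured by – FRET fluorescence · Medium – Tris buffer pH 7.5 with salts and BSA · Benchmarks – unlabeled CBFb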
Calpain2 inh: blocks pig calpain II enzyme activity | inhibition, % at 16 µM | purified calpain II, fluorogenic peptide substrate, 30 min | hit rate 0.37% among 220,000;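 active means inhibition above about 50%, limit read from the data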
RBBP9 inhibitor: human RBBP9 hydrolase inhibition | O75884 | recombinant RBBP9, FP-Rh probe fluorescence polarization | inhibition, % at 7.94 µM | hit rate 0.2% among 220,000;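 active means inhibition above the campaign mean of all tested compounds plus 3 SD, cut at about 14% in these data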;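 further: plate controls were DMSO wells with RBBP9 for no effect and wells lacking RBBP9 protein for full effect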
Target sequence (O75884 whole entry, looked up): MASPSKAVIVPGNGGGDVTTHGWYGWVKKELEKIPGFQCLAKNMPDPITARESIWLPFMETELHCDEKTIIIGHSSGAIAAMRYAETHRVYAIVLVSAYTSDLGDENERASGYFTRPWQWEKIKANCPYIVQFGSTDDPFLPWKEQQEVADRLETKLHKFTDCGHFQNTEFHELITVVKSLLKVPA
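Measured by: FP readout at 525/598 nm; material: recombinant human RBBP9; also added: Serine-hydrolase probe FP-Rh, 375 nM pre-mixing; medium: Tris buffer pH 8.0, NaCl, Pluronic; replication: one well per compound; doses: one concentration, 7.94 µM nominal, 0.794% DMSO; timing: preincubation 30 min plus labeling 45 min at 25 °C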
EBV gp42 inh: blocks Epstein-Barr virus glycoprotein 42 binding; Q1HVG2; Fluorescence polarization binding assay, mP read-out; inhibition, % (tested at 21.74 µM); hit rate 0.42% among 220,000; in the data active means inhibition above about 50%
p97 inhibitor: inhibitors of human p97 ATPase | AID 1481 | hit rate 0.42% among 220,000 | recombinant p97 ATPase, Kinase-Glo ATP luminescence, 3 h | inhibition, % at 8 µM; in the data active means inhibition above about 15%;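 further: 0% = DMSO vehicle and 100% = wells lacking enzyme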
Target sequence (P55072 whole entry, looked up): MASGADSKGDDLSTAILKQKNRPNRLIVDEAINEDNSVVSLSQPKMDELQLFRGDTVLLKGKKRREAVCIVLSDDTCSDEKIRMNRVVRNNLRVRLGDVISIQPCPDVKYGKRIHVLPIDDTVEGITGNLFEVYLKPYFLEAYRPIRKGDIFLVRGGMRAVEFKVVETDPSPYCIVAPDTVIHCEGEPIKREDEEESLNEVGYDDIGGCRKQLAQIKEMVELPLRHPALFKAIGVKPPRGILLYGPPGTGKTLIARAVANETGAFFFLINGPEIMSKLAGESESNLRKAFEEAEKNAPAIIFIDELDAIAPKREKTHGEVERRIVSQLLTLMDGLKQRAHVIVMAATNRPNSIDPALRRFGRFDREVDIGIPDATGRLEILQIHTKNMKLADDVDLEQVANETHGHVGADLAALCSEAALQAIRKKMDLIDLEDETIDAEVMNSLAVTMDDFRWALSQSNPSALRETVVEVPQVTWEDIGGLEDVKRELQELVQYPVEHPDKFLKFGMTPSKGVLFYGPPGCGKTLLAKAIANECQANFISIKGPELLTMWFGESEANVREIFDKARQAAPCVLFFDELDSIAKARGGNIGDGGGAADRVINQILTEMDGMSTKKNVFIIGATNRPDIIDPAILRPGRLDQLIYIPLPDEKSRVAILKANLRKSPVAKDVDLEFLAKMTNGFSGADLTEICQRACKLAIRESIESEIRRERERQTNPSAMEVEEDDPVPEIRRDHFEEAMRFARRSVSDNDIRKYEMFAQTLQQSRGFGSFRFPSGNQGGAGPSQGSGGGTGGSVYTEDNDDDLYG
Furin inhibitor: blocks human furin protease activity. purified furin, fluorogenic substrate cleavage. hit rate 0.061% among 220,000. AID 463115. inhibition, % at 30 µM; in the data active means inhibition above about 25%; further: inactives centre near -15
The depositor's hits bear a star; i = inactive; nt = no result given; [ ] = remark or other dose. The list is partial; count on the stated rates, not on these rows.

SMILES	Runt-SMMHC FRET	NCF1 inh	Tb hexokinase	Runt-CBFb FRET	Calpain2 inh	RBBP9 inhibitor	EBV gp42 inh	p97 inhibitor	Furin inhibitor
COc1ccccc1N1C(=O)NC(=O)/C(=C/c2ccc3c4c(cccc24)CC3)C1=O	-2	-15	-14	3	-305	-1	-43	3	-9
O=P1(Nc2ccc(F)cc2)COc2ccccc2OC1	2	-9	5	-2	21	-1	0	2	-20
Cc1ccc(N2C(=O)CC(=O)NC2=O)cc1	-27	-8	5	-21	11	5	-20	2	-21[20 µM]
Cc1ccc(NP(=O)(c2ccccc2)c2nc3ccccc3s2)cc1 (centres undefined)	2	3	0	0	2	-5	-8	0	-22
CN1CC[C@@]23CCCC[C@@H]2[C@@H]1Cc1ccc(O)cc13	-2	1	6	0	22	-11	-8	-1	-9
CCN(CC)C(=O)c1ccc(NC(=O)c2ccc(-c3nn(C)c(=O)c4ccccc34)cc2)cc1	-2	2	2	-4	19	-6	4	2	-27
COc1ccc(C2N(c3cc(C)on3)C(=O)C3CCCN32)cc1 (centres undefined)	0	-15	4	-1	-1	-4	2	-1	-18
COc1cc(CN2CCCC(C(=O)c3sccc3C)C2)cc(OC)c1O (centres undefined)	-1	-20	-1	2	-12	-7	-3	2	-30
CC/C(=N\N1CCCCCC1)c1c(O)n(-c2ccccc2C)c(=O)[nH]c1=O	5	-2	-9	5	16	8	-18	0	-7
Cc1c(NP(=S)(C(C)(C)C)C(C)(C)C)c(=O)n(-c2ccccc2)n1C	1	0	3	-3	-13	-10	-2	3	-27
CC(=O)Nc1ccccc1C(=O)OCc1ccc(C(=O)c2ccccc2)cc1	-3	-11	1	-2	36	-10	-1	-3	-11
COc1ccc(OC)c(N2C(=O)NC(=O)C3(Cc4cc(C)ccc4N(C)C3)C2=O)c1 (centres undefined)	4	-4	-8	2	-42	-8	-7	3	3
N=C1c2ccccc2CN1NC(=O)C1CC1	0	-12	-3	-2	-2	-7	0	0	-20
CCN1CCN(c2ccc(NC(C)=O)cc2Cl)CC1	0	3	1	-1	-21	0	-2	4	-25
CCOC(=O)C(O)(c1ccc(NC(=O)c2ccc(Cl)c(Cl)c2)cc1)C(F)(F)F (centres undefined)	0	-103	2	2	12	-14	-1	0	-26
CCOC(=O)C(O)(c1ccc(N(CC)C(=O)COc2ccccc2)cc1)C(F)(F)F (centres undefined)	-2	10	21	-1	0	-3	-23	-2	-10
CC(=NCCC1=CCCCC1)c1c(O)n(-c2ccccc2)c(=O)[nH]c1=O	3	-7	5	-20	2	-3	-14	-3	-17
O/N=C/c1c[nH]c2ccccc12	-1	-4	-1	0	-5	-6	-5	-2	-20
CCOc1ccc(Br)c(C2(O)CC(C)N(C)CC2C)c1 (centres undefined)	-6	-9	6	-1	-13	0	-14	4	-25
Cc1ccc(S(=O)(=O)NP(=O)(Oc2ccccc2)Oc2ccccc2)cc1	-2	2	-10	-3	-28	-3	-16	-5	-15[20 µM]
CCCCN(Cc1ccccc1)C1CCN(CCc2ccccc2)CC1	2	-7	34	-3	-2	-10	-1	3	-22
CC(C)NCC(O)c1ccc(C2CCCC2)cc1 (centres undefined)	-1	-2	4	-2	-5	-7	-3	2	-25
O=C(c1ccc2c(c1)ncn2-c1ccc(F)cc1F)N1CCC2(CC1)OCCO2	2	43*	-1	0	-27	-7	-12	3	-19
O=C(Nc1ccccc1)NC1CC2CCC(C1)N2 (centres undefined)	4	-8	9	1	28	2	2	-4	-14
O=C(CN1CCCCC1)Nc1ccc(Br)cc1C(=O)c1ccccc1Cl	1	-5	-1	4	11	-3	-18	1	-15[20 µM]

Continuation.
SMILES	Runt-SMMHC FRET	NCF1 inh	Tb hexokinase	Runt-CBFb FRET	Calpain2 inh	RBBP9 inhibitor	EBV gp42 inh	p97 inhibitor	Furin inhibitor
O=C1CSC2(CN3CCC2CC3)N1 (centres undefined)	1	-2	-1	1	-31	-7	-11	-2	-21[20 µM]
O=C(CN1CCCCC1)NCC(=O)Nc1ccc(Br)cc1C(=O)c1ccccc1	1	-8	2	nt	24	4	8	-8	-1[20 µM]
C=CCn1c(O)c(C(CC)=NCCC2=CCCCC2)c(=O)[nH]c1=O	2	-3	1	-1	11	-4	-3	-4	-9[20 µM]
CCOP(=O)(Cc1ccc(C#N)o1)OCC	2	-4	-9	2	2	-3	-15	8	-11
O=C(c1ccc(N2CC3CC(C2)c2cccc(=O)n2C3)c([N+](=O)[O-])c1)N1CCCCC1 (centres undefined)	3	-4	29	2	1	-2	-9	4	-15
CC1(C)N=C(c2ccccc2)[C@@H]2C(c3ccc([N+](=O)[O-])cc3)N21 (some centres undefined)	-2	-9	-3	-1	-2	-11	-2	5	-13
CC(C)(C)n1cc(C(=O)c2ccccc2)cc1-c1ccccc1	-2	-10	4	-2	11	-6	-3	-2	-17
COc1ccc(C(O)P(=O)(OC(C)C)OC(C)C)cc1 (centres undefined)	1	4	-11	-2	-14	-6	-3	-1	-19
CCn1c(O)c(/C=N/NC(=O)c2ccccc2)c(=O)[nH]c1=S	44	-77	-22	17	-35	-1	-11	8	-15
COc1ccc(S(=O)(=O)N2CC3CC(C2)c2cccc(=O)n2C3)cc1 (centres undefined)	-1	0	-5	-1	-11	-5	-13	1	-9
Fc1ccc(CNCCc2ccccc2F)cc1	0	5	10	0	-3	-4	-11	4	-6
CCOC(=O)C(NC(=O)CC)(Nc1ccc(C(O)(C(=O)OCC)C(F)(F)F)cc1C)C(F)(F)F (centres undefined)	0	5	1	-2	-4	-8	-2	-4	-12[20 µM]
CCN1CCN(C(=O)Cc2coc3ccc4ccccc4c23)CC1	4	0	-8	2	0	-3	-16	2	-20[20 µM]
CCC(=NCCC(c1ccccc1)c1ccccc1)c1c(O)[nH]c(=O)[nH]c1=O	-16	-11	38	-3	-9	3	-4	2	-2
Cn1c(N2CCNCC2)nc2ccccc21	-2	-7	0	-1	-10	-5	-10	4	-8[20 µM]
O=C(Nc1cccc(OC(=O)N2CCCCC2)c1)N1CCOCC1	-4	1	3	0	-13	-2	5	5	-15
O=c1[nH]c(O)c(N=Nc2ccc(S(=O)(=O)N3CCOCC3)cc2)c(=O)[nH]1	-2	2	8	0	-7	-3	2	-4	-6
Cc1cccc(NC2=NCCCS2)c1C	-1	-7	-5	1	7	4	3	7	-17
Cc1cc(OC(=O)N(C)C)n(-c2ccccc2)n1	-1	-10	-9	-1	-4	2	0	5	-6
O=C1NC(=O)N(c2ccccc2)C(=O)/C1=C\c1ccccc1[N+](=O)[O-]	5	-2	-9	5	-19	1	-14	4	-25
CN1CCC(O)(c2ccccc2)C2CCCC21 (centres undefined)	0	-8	-7	-3	5	-1	-15	1	-15[20 µM]
COCC(C)OC(=O)c1c(N)n(Cc2ccco2)c2nc3ccccc3nc12 (centres undefined)	74	-29	-19	nt	i	-6	0	7	-24
CC1CN=C(Nc2ccc(N(C)C)cc2)S1 (centres undefined)	4	-4	4	7	-20	-3	-20	5	-25
CC(C(N)=O)N1CC(c2ccccc2)CC1=O (centres undefined)	-2	-8	5	0	5	-9	-2	-1	5
O=C(NCc1cccnc1)C(Cl)(Cl)Cl	0	-5	-7	-1	-5	-2	8	-2	-26

New compounds follow.
SMILES	Runt-SMMHC FRET	NCF1 inh	Tb hexokinase	Runt-CBFb FRET	Calpain2 inh	RBBP9 inhibitor	EBV gp42 inh	p97 inhibitor	Furin inhibitor
COc1ccc(-n2c(Cc3cccc([N+](=O)[O-])c3)nc3ccccc3c2=O)cc1	7	-4	-6	0	-1	-8	-6	3	-14
CCOC(=O)c1c(C)n(C(C)C)c2ccc(OC(=O)c3ccc(N4C(=O)CCC4=O)cc3)cc12	-10	-8	-6	-13	-63	-13	8	6	7
c1cncc(C2CCCCN2)c1 (centres undefined)	2	-3	-1	3	-11	-4	-2	0	-25
CCCCn1c(=O)c(C=Nc2ccc(Cl)cc2)c(O)n(Cc2ccco2)c1=O	-2	-73	-16	8	-6	-9	-25	-2	-3
COc1ccc(/C=C2\C(=N\O)C3CCN2CC3)cc1	0	2	-7	2	-5	-9	-3	0	-23[20 µM]
C1CC2NCCC3NCCC(N1)N32 (centres undefined)	6	-8	5	0	-3	-5	-3	-2	-13
CC(=O)Nc1ccc2c(c1)CC1(C(=O)N(C)C(=O)N(C)C1=O)C1CCCN21 (centres undefined)	-73	-8	-4	-19	-31	3	-8	6	-20
O=C1NC(=O)N(c2ccccc2)C(=O)/C1=C/c1ccc(Sc2ccccc2)o1	25	-33	16	nt	-30	-49	-59	3	-18
O=C(c1ccc(CS(=O)(=O)c2ccc(Br)cc2)o1)N1CCC2(CC1)OCCO2	1	12	-3	-1	-1	-7	6	0	-27
COc1ccc(N2C(=O)NC(=O)/C(=C\c3ccc([N+](=O)[O-])s3)C2=O)cc1	-3	-108	-7	20	25	-11	4	-1	-11
CC(=O)c1c(O)n(C2CCCCCC2)c(=O)[nH]c1=O	-2	-26	7	1	-17	-11	-7	-4	-15
CCOC(=O)C1CCN(/C=C2/C(=O)NC(=S)N(c3cccc(OC)c3)C2=O)CC1	4	-54	0	2	-9	-5	-5	4	-4
CC(C(=O)c1ccc2ccccc2c1)N1CCCCC1 (centres undefined)	2	2	4	0	-223	-3	5	-3	-12
CCN1CCN(c2cc(N3CCCC3)c(F)cc2[N+](=O)[O-])CC1	-10	3	-5	-2	24	-3	-2	-4	7
COc1ccc(Cn2c(O)c(/C=N/NC(=O)c3ccccc3)c(=O)[nH]c2=O)cc1	6	-33	1	-5	-63	-2	-25	8	-26
O=C(c1c[nH]cc1-c1ccccc1)c1cccc2ccccc12	0	-3	2	11	7	-8	7	3	-7[20 µM]
O=C1/C(=C/c2ccc3c(c2)OCO3)N2CCC1CC2	-4	-19	-36	0	-10	1	3	2	-9
COc1cc2[nH]c(=O)n(-c3cccc(Cl)c3)c(=O)c2cc1OC	1	7	-3	1	-54	-1	-6	-3	-16[20 µM]
CCCOP(=O)(OCCC)C(NC(=O)c1ccccc1)=C(Cl)Cl	1	1	1	2	-5	-3	-6	1	-14
CN1CCN(c2ccc(N)cc2Cl)CC1	13	6	-4	-3	-5	-1	-16	7	-27
CCCCCCCC(=O)NC(Oc1ccccc1[N+](=O)[O-])C(Cl)(Cl)Cl (centres undefined)	-3	-5	17	0	-8	-9	2	-9	4[20 µM]
COC(=O)[C@]1(C)C[C@H]1[C@H](NP(=O)(c1ccccc1)c1ccccc1)c1ccccc1	4	-10	-1	-6	-8	0	-3	-1	-8

Quoted at random: seven entries already listed
SMILES	Runt-SMMHC FRET	NCF1 inh	Tb hexokinase	Runt-CBFb FRET	Calpain2 inh	RBBP9 inhibitor	EBV gp42 inh	p97 inhibitor	Furin inhibitor
CC1CN=C(Nc2ccc(N(C)C)cc2)S1 (centres undefined)	4	-4	4	7	-20	-3	-20	5	-25
COc1ccc(C(O)P(=O)(OC(C)C)OC(C)C)cc1 (centres undefined)	1	4	-11	-2	-14	-6	-3	-1	-19
CCCCN(Cc1ccccc1)C1CCN(CCc2ccccc2)CC1	2	-7	34	-3	-2	-10	-1	3	-22
C1CC2NCCC3NCCC(N1)N32 (centres undefined)	6	-8	5	0	-3	-5	-3	-2	-13
Cc1c(NP(=S)(C(C)(C)C)C(C)(C)C)c(=O)n(-c2ccccc2)n1C	1	0	3	-3	-13	-10	-2	3	-27
O=C(c1ccc(N2CC3CC(C2)c2cccc(=O)n2C3)c([N+](=O)[O-])c1)N1CCCCC1 (centres undefined)	3	-4	29	2	1	-2	-9	4	-15
CCOC(=O)C(NC(=O)CC)(Nc1ccc(C(O)(C(=O)OCC)C(F)(F)F)cc1C)C(F)(F)F (centres undefined)	0	5	1	-2	-4	-8	-2	-4	-12[20 µM]
